Avidin fluor = avidin bead compound fluorescence profile | Avidin beads, compound fluorescence 488/530 nm, flow cytometry; active compounds read high | fluorescence (KMESF) at 10 µM | 220,000 tested, 0.38% active | AID 1775; in the data active = fluorescence above about 47; note: inactives centre near 10
Rab7 wt GTP bind = modulators of GTP binding to dog Rab7 wildtype GTPase | GST-Rab7 beads, fluorescent GTP binding, flow cytometry; actives lie on both sides; untreated = 100%, excess cold GTP = 0% | GTP binding activity (percent of control), % at 10 µM | 190,000 tested, 0.055% active;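 active = fluorescent GTP binding to Rab7 beads changed by at least 20 points from the 100% baseline, either direction, mostly lower; inconclusive = compound itself probably fluorescent, or too few beads counted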;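 note: median green fluorescence of bound Bodipy-FL-GTP per Rab7 bead population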
Mcl1 Bid PPI = disrupts binding of human Mcl-1 to Bid peptide. Q07820. 220,000 tested, 0.97% active. TR-FRET Mcl-1/Bid-Dy647 peptide binding, 1536-well. AID 1021. inhibition, % at 21.7 µM;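 active = compounds that cut the binding signal by more than half at the single screening dose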;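 note: His-tagged Mcl-1 with europium anti-His antibody binding Bid BH3 peptide; 0% = Mcl-1 plus peptide wells and 100% = peptide-only wells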
Target sequence (Q07820 whole entry, looked up): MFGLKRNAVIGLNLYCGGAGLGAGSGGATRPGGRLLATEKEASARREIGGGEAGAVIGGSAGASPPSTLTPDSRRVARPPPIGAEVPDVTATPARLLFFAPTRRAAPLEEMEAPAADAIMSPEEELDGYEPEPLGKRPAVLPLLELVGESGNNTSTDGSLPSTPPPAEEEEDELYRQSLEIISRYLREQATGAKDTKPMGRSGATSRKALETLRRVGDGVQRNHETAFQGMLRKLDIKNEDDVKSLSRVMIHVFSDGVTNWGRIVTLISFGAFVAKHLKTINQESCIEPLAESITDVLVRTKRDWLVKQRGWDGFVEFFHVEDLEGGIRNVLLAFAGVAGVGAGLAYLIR
Rac1 wt GTP bind = human Rac1 wildtype GTP binding, inhibitors and activators. AID 757. 190,000 tested, 0.27% active. P63000. GST-Rac1 beads, fluorescent GTP binding, flow cytometry; actives lie on both sides; 0 = cold GTP competed, 100 = untreated. GTP binding activity (% of control), % at 10 µM;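 active = GTP binding activity at least 20 points away from the 100% control level, either lower or higher; inconclusive = compound flagged as likely green fluorescent, judged across all proteins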
HRas wt GTP = modulators of GTP binding to human HRas wildtype; P01112; GST-Ras wt beads, Bodipy-FL-GTP binding, flow cytometry; actives lie on both sides; GTP binding activity, % at 10 µM; 190,000 tested, 0.14% active;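 active = GTP binding activity at least 20% away from the 100% baseline, either lowered as inhibitor or raised as activator; inconclusive = flagged as likely green fluorescent, judged across all proteins in the well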;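 note: 0% = unlabeled GTP competition control and 100% = no-compound control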
Target sequence (P01112 whole entry, looked up): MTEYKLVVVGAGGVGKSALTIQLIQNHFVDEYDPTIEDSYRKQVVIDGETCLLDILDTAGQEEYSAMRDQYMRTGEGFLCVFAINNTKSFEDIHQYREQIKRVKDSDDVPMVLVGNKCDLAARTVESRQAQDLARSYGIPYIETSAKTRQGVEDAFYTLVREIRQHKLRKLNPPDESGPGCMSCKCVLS
Rab2 wt GTP = changes GTP binding to wildtype dog Rab2A, up or down. GST-Rab2 wt beads, Bodipy-GTP binding, flow cytometry. GTP binding activity, % at 10 µM. 190,000 tested, 0.19% active;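 active = GTP binding activity at least 20 points away from 100%, either lowered or raised; inconclusive = signal likely due to the compound's own green fluorescence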;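 note: 0% = beads with excess unlabeled GTP and 100% = no-compound control corrected for plate trend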
Rac1 act GTP bind = human Rac1 activated mutant GTP binding change; 190,000 tested, 0.11% active; percent activity (GTP binding), % at 10 µM; GST-Rac1 activated beads, fluorescent GTP binding, flow cytometry; actives lie on both sides; 100% means binding = to untreated wells;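 active = GTP binding at least 20 percentage points away from the 100% baseline, in either direction, so actives lie on both sides; inconclusive = Compound likely fluorescent itself, or too few beads counted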
Pf gamet viab = inhibitors of late stage P. falciparum gametocyte viability; P. falciparum stage V gametocytes, ATP luminescence, 24 h; inhibition, % at 10.9 µM; 150,000 tested, 0.065% active; AID 743093;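 active = inhibition above the mean plus 3 SD of compounds within the control limits, set per campaign, cut at about 38% in these data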;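 note: 0% = DMSO wells and 100% = medium only without gametocytes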
GSH fluor = GSH bead compound fluorescence profile. 190,000 tested, 0.25% active. fluorescence (KMESF) at 10 µM. GSH beads flow cytometry, compound fluorescence 488/530 nm; active compounds read high; in the data active = fluorescence above about 89;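 note: glutathione beads carrying GST-tagged Bcl family fusion proteins plus one bare bead set; values are compound well signal with DMSO vehicle wells as background; inactives centre near 16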
Mcl1-Noxa inh = disrupts binding of human Mcl-1 to Noxa peptide. TR-FRET Mcl-1/Noxa peptide binding, 2 h. inhibition, % at 21.7 µM. Q07820. 220,000 tested, 1.5% active;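 active = compounds that cut the protein-peptide binding signal by more than 50% relative to plate controls in a single-dose test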;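 note: His-tagged Mcl-1 with rhodamine Noxa BH3 peptide and terbium anti-His antibody; 0% = Mcl-1 plus Noxa peptide wells and 100% = peptide-only wells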
Cdc42 wt GTP = modulators (inhibitors or activators) of GTP binding to human Cdc42 wildtype. P60953. GST-Cdc42 beads, Bodipy-GTP binding, flow cytometry; actives lie on both sides. percent activity (GTP binding), % at 10 µM. 190,000 tested, 0.2% active. AID 761;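 active = percent activity GTP binding at least 20 points away from the 100% baseline, either down as inhibitor or up as activator; inconclusive = compound flagged as likely green fluorescent from well-wide comparison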;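 note: median bead fluorescence of bound Bodipy-FL-GTP at 100 nM; 0% = excess unlabeled GTP control and 100% = no compound control; below 100% means less GTP binding so inhibitor and above means activator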
Target sequence (P60953 whole entry, looked up): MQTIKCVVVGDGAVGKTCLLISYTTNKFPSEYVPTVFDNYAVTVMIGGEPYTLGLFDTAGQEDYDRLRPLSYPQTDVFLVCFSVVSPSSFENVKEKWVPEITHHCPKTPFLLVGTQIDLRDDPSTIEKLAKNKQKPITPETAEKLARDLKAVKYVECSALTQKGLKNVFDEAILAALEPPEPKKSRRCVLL
Numbers without * were called inactive; ? = inconclusive; nt = not tested or not shown. An unsorted share of the library; 3% or so of the library scored in one or more.

SMILES,Avidin fluor,Rab7 wt GTP bind,Mcl1 Bid PPI,Rac1 wt GTP bind,HRas wt GTP,Rab2 wt GTP,Rac1 act GTP bind,Pf gamet viab,GSH fluor,Mcl1-Noxa inh,Cdc42 wt GTP
COc1ccc(C2CC23N=C(c2ccccc2)OC3=O)cc1 (stereo not given),1,97.0,9.6,102.0,98.0,97.0,98.0,17.8,6,11.5,97.0
Cc1cccc2cc(CN(Cc3nnnn3Cc3ccccc3)C3CCCC3)c(=O)[nH]c12,12,97.0,-34.3,101.0,101.0,101.0,98.0,nt,30,10.2,104.0
O=C(COc1ccc(F)cc1Br)N1CCN(c2ncccn2)CC1,10,101.0,-13.0,92.0,92.0,98.0,94.0,-24.3,23,-12.7,92.0
CSc1nc2c(c(=O)n1-c1ccc(C)cc1)SCC2,12,92.0,-36.4,97.0,94.0,93.0,91.0,-11.2,33,-13.1,97.0
Cc1occc1C(=O)N/N=C/c1cccs1,6,?,-0.7,?,?,?,?,nt,19,2.6,?
CN(C(=O)COc1ccccc1)c1nc(-c2ccc(F)cc2)cs1,24,104.0,-5.9,93.0,98.0,97.0,94.0,nt,12,-7.1,95.0
CCC(=O)Nc1ccc(C(=O)CSc2nc3ccccc3[nH]2)cc1,13,99.0,1.8,105.0,101.0,101.0,96.0,9.5,22,22.7,104.0
CC(=O)Nc1ccc(S(=O)(=O)NCCC(=O)Nc2ccc(C)c(Cl)c2)cc1,4,99.0,-38.1,100.0,96.0,95.0,95.0,-2.5,5,9.8,95.0
O=C(c1ccc([N+](=O)[O-])cc1[N+](=O)[O-])N1CCCC1,10,?,-20.5,?,?,?,?,8.7,20,10.6,?
CC(C)COCc1ccc(O)c2ncccc12,5,105.0,-128.1,97.0,98.0,99.0,94.0,-23.6,12,-46.7,101.0
CCCOC(=O)c1c(NC(=O)CCCn2nc([N+](=O)[O-])c(Cl)c2C)sc(C(=O)OC)c1C,17,100.0,-11.6,106.0,101.0,100.0,100.0,3.9,22,-22.9,99.0
COC(=O)c1ccc(COc2ccc(C=O)cc2OC)o1,12,105.0,17.9,98.0,97.0,97.0,96.0,0.0,11,12.4,94.0
CC(=O)c1ccc(Nc2ccc(-c3ccccc3F)nn2)cc1,23,98.0,-21.7,96.0,95.0,97.0,95.0,-19.9,11,31.1,97.0
CCn1c(COc2cccc(C)c2)nnc1SCC(=O)Nc1cccc(C(=O)OC)c1,18,99.0,-11.2,93.0,97.0,95.0,93.0,nt,6,5.3,95.0
O=[N+]([O-])c1ccc(/C=C2\CCC(C3=CCCC3)=C2N2CCOCC2)cc1,7,102.0,-44.3,105.0,99.0,99.0,99.0,-3.3,13,8.0,99.0
O=S(=O)([O-])CCC[N+]1(CC#Cc2ccccc2)CCCCC1,10,94.0,-12.1,100.0,97.0,98.0,97.0,7.4,12,6.6,97.0
Cc1sc2ncnc(SCC(=O)N(C(C)C)C(C)C)c2c1C,7,100.0,-12.8,94.0,97.0,97.0,94.0,-32.5,20,-24.6,95.0
CC(=O)N(C)c1ccc(NS(=O)(=O)c2cc(Cl)ccc2Cl)cc1,14,94.0,-0.9,87.0,91.0,93.0,91.0,5.0,12,-3.6,88.0
CCSc1nnc(-c2ccc(OC)cc2)o1,10,98.0,-8.5,106.0,102.0,102.0,97.0,nt,15,2.2,105.0
COc1ccccc1NC(=O)CNC(=O)c1ccccc1,7,96.0,-15.2,98.0,97.0,96.0,98.0,-11.1,24,9.2,97.0
CCCNC(=O)CN(c1ccc(F)cc1)S(=O)(=O)c1ccc2c(c1)OCCO2,8,99.0,3.3,100.0,97.0,98.0,95.0,nt,25,19.3,97.0
Cc1cccc(N=C2NC(=O)/C(=C/C=C/c3ccco3)S2)c1,6,99.0,31.4,96.0,97.0,95.0,95.0,-14.2,16,106.3*,96.0
Cc1ccc(Nc2cnn(C34CC5CC(CC(CC(=O)O)(C5)C3)C4)c(=O)c2Cl)cc1C,5,97.0,-6.6,101.0,96.0,99.0,96.0,22.2,36,11.6,98.0
COc1ccccc1-c1cc(C(F)(F)F)nc(S(=O)(=O)CCCC(=O)NC(C)C)n1,19,106.0,-19.2,103.0,101.0,103.0,98.0,0.3,5,1.3,102.0
O=C(Oc1cccc(OC(=O)N2CCCCC2)c1)N1CCCCC1,9,95.0,-4.9,96.0,94.0,97.0,96.0,5.1,11,0.3,93.0
c1ccc(Nc2nc(N3CCOCC3)nc(N3CCOCC3)n2)cc1,9,103.0,-33.9,107.0,103.0,102.0,101.0,-15.2,11,-6.2,104.0
Cc1c(C(=O)C(=O)N2c3ccccc3CC2C)c2ccccc2n1C (stereo not given),10,101.0,-2.0,97.0,98.0,98.0,95.0,-18.9,21,-7.0,96.0
COc1cccc(CNC(=O)c2cc3c(C)nc4ccccc4c3o2)c1,5,89.0,5.8,84.0,91.0,87.0,94.0,nt,16,6.1,90.0
C=CCn1cnc2c(nnn2-c2cc(C)cc(C)c2)c1=O,10,93.0,-16.3,96.0,98.0,98.0,95.0,0.0,21,-2.6,103.0
CC(=O)Nc1ccc(S(=O)(=O)NNC2=NS(=O)(=O)c3ccccc32)cc1,21,106.0,-3.7,94.0,98.0,95.0,94.0,nt,7,6.3,91.0
CCc1cccc(CC)c1NC(=O)CSc1nc2ccc(N3C(=O)C4C(C3=O)[C@H]3C=C[C@@H]4C3)cc2s1 (stereo not given in full),24,101.0,6.8,102.0,100.0,100.0,101.0,-5.1,11,10.0,100.0
CCCn1c(N)c(N2CCCCC2)c(=O)n(CC(=O)Nc2ccccc2)c1=O,8,99.0,-20.0,104.0,102.0,102.0,99.0,nt,36,4.6,104.0
O=C(Nc1ccc(Br)cc1)c1ccc(F)c(S(=O)(=O)N2CCN(c3ccccn3)CC2)c1,11,96.0,-9.6,103.0,102.0,101.0,102.0,13.7,15,4.0,99.0
Cn1c(SCC(=O)Nc2nc3ccccc3s2)nnc1-c1ccccc1,41,105.0,1.0,105.0,103.0,103.0,100.0,nt,9,-6.0,103.0
COc1ccc2cc(OC)c(C(=O)N3CCOCC3)cc2c1,10,111.0,-16.0,105.0,103.0,104.0,101.0,3.7,8,2.8,109.0
O=C(Nc1nnc(C2CCCO2)s1)c1ccc(Br)cc1 (stereo not given),15,102.0,-13.3,99.0,98.0,99.0,98.0,nt,37,5.8,97.0
Cn1cc(Cl)c(C(=O)OCC(=O)Nc2ccccc2)n1,13,97.0,-47.4,98.0,100.0,101.0,96.0,-12.5,20,-13.4,99.0
CC(=O)Oc1ccc(/C=c2\sc3ncnn3c2=O)cc1,25,95.0,-12.1,98.0,95.0,95.0,96.0,nt,24,17.3,95.0
Nc1c2c(nc3ccccc13)N(c1ccccc1)CC2,9,93.0,-8.1,94.0,94.0,93.0,95.0,9.3,54,15.6,97.0
CCN(CC)C(=O)c1ccc(N)cc1,23,105.0,-20.5,95.0,97.0,96.0,95.0,15.3,16,-8.7,95.0
COc1cc(CNCCc2ccccc2F)ccc1OCc1ccc(Cl)nc1,9,97.0,13.4,100.0,99.0,102.0,101.0,nt,36,29.2,100.0
CCN1C(=O)CSc2ccc(C(=O)NCc3ccc(OC)cc3)cc21,12,99.0,-17.5,101.0,100.0,101.0,100.0,-5.7,26,2.1,99.0
O=C1OCc2cc(NS(=O)(=O)c3cccs3)ccc21,8,100.0,-14.0,101.0,100.0,99.0,99.0,4.2,11,19.9,99.0
CC(=O)NCC(=O)OC(C)C(=O)Nc1ccc(C(C)=O)cc1 (stereo not given),8,101.0,-10.2,102.0,103.0,100.0,99.0,nt,32,25.4,101.0
COc1cc(C=O)ccc1OCc1cccc(Br)c1,7,?,-9.2,?,?,?,?,-9.4,7,10.9,?
c1ccc(CCN(Cc2ccccc2)C2CCN(C3CCCC3)CC2)cc1,7,97.0,17.8,100.0,97.0,97.0,95.0,nt,14,16.5,96.0
CC(O)c1cccc(NC(=O)CCC(=O)O)c1 (stereo not given),6,99.0,-37.0,97.0,99.0,99.0,98.0,-19.8,261*,-0.5,98.0
Cn1c(=O)cc(SCC(=O)NCC2COc3ccccc3O2)c2ccccc21 (stereo not given),15,94.0,-32.6,95.0,93.0,93.0,97.0,14.7,32,19.2,93.0
CCN1CCCC1CNC(=O)Cn1cnc2sc(C)c(S(=O)(=O)N3CCC(C)CC3)c2c1=O (stereo not given),9,93.0,-7.8,100.0,100.0,100.0,102.0,nt,65,15.8,102.0
CCOc1ccc(OCC)c2sc(C)nc12,9,98.0,-5.2,104.0,99.0,98.0,97.0,nt,6,1.6,99.0
CC(C(=O)NCC1(c2ccccc2)CCOCC1)N1CCOCC1 (stereo not given),10,98.0,0.4,100.0,99.0,100.0,99.0,2.9,17,4.9,99.0
CCc1onc(C)c1C(=O)Nc1cc(C)ccc1OC,9,101.0,-14.4,104.0,101.0,102.0,98.0,nt,7,2.5,102.0
Cc1noc(C)c1CSc1nc2ccccc2c(=O)n1-c1ccc(F)cc1F,20,96.0,8.2,103.0,101.0,100.0,99.0,3.8,35,14.9,102.0
COc1ccc(OC2C(=O)N(Cc3ccc4c(c3)OCO4)C2c2cccs2)cc1 (stereo not given),13,101.0,7.6,98.0,102.0,101.0,97.0,-37.2,22,10.3,102.0
O=S(=O)(c1ccccc1Br)N1CCC(O)(c2cccnc2)CC1,11,94.0,-5.0,97.0,96.0,98.0,96.0,nt,12,2.7,101.0
O=S(=O)(Nc1cccc(-c2cn3c(n2)SCC3)c1)c1cccs1,6,?,-8.7,?,?,?,?,-18.8,19,-7.5,?
CCn1c(SCC(=O)NNC(=S)Nc2ccccc2)nnc1-c1ccc(Cl)cc1,10,99.0,-123.8,98.0,97.0,99.0,98.0,-10.6,19,-25.6,95.0
COc1ccc(CN(CC(=O)NCc2ccco2)C(=O)CCC(=O)Nc2nccs2)cc1,32,98.0,-21.0,106.0,99.0,102.0,101.0,-16.3,18,0.4,103.0
